OX1R antag-1: OX1R (HCRTR1) antagonists, primary screen, fluorescence, CHO/OX1R cells, Fluo-8 calcium, orexin A; Orexin/Hypocretin receptor type 1 (Homo sapiens), O43613; hit rate 0.43% among 330,000; Fluo-8 calcium fluorescence; AID 434989, 2010; inhibition, % at 5 µM;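 active = inhibition above its plate's threshold, mean inhibition of all tested compounds on the plate plus 3 SD, cut at about 37% in these data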;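 also: 0% = orexin A challenge wells and 100% = SB-334867-A antagonist wells; not every result past the cut was called active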
Target sequence (O43613 whole entry, looked up): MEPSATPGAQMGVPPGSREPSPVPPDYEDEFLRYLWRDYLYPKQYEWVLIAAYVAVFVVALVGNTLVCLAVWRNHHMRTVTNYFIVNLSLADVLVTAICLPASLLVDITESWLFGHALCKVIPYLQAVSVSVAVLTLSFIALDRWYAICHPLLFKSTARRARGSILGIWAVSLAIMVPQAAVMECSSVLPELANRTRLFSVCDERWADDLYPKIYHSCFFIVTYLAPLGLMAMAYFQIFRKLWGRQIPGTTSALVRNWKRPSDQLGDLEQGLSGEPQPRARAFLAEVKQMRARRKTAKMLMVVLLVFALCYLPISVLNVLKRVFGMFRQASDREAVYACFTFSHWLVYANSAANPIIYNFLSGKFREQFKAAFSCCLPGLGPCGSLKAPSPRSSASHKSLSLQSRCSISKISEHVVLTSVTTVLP
OX1R antag-2: antagonists of human orexin 1 receptor (OX1R); OX1R-expressing cells, FRET antagonist read-out; inhibition, % at 6.6 µM; hit rate 1.8% among 330,000; AID 485270, 2010; in the data active = inhibition mostly above about 38%, no sharp cut-off; inactive = mostly below about 40%;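 also: 0% = agonist challenge alone and 100% = reference antagonist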
Active calls of the source: *.

Start of the data: the first five compounds, ahead of the listing:
entry	molecule	OX1R antag-1	OX1R antag-2
1	Cc1onc(-c2ccccc2)c1C(=O)N1CCCC(C(F)(F)F)C1 (configuration not stated)	-21	18
2	CCCCn1c(SCC(=O)Nc2nccs2)nc2ccccc2c1=O	-9	1
3	CCN(CC)S(=O)(=O)c1ccc(OC)c(NC(=S)Nc2cccc(C)c2)c1	-14	10
4	Cc1cccc(C2=N/C(=C\c3cccnc3)C(=O)O2)c1	-15	3
5	Cc1ccc(CCNC(=O)CN2C(=O)COc3ccccc32)cc1	-11	5

Main list (from the top)
entry	molecule	OX1R antag-1	OX1R antag-2
1	Cc1onc(-c2ccccc2)c1C(=O)N1CCCC(C(F)(F)F)C1 (configuration not stated)	-21	18
2	CCCCn1c(SCC(=O)Nc2nccs2)nc2ccccc2c1=O	-9	1
3	CCN(CC)S(=O)(=O)c1ccc(OC)c(NC(=S)Nc2cccc(C)c2)c1	-14	10
4	Cc1cccc(C2=N/C(=C\c3cccnc3)C(=O)O2)c1	-15	3
5	Cc1ccc(CCNC(=O)CN2C(=O)COc3ccccc32)cc1	-11	5
6	CCc1nc(NC(C)(C)C)c2cnn(-c3ccccc3)c2n1	-11	5
7	Cc1cc(C(=O)N2CCN(c3ncccn3)CC2)cs1	-9	13
8	COc1ccc(S(=O)(=O)N/N=C(/C)c2cccc(NC(=O)c3ccccc3Cl)c2)cc1	-14	20
9	O=C(OCc1ccccc1F)c1ccc2c(c1)OCCO2	-28	15
10	Cc1ccc(NS(=O)(=O)c2c(C(=O)N3CCOCC3)c(C)n(C)c2C)cc1C	-26	-4
11	COc1ccc(N(CC(=O)Nc2cccc(SC)c2)S(C)(=O)=O)cc1Cl	-16	7
12	CC(=O)Nc1ccc(OCCOc2ccccc2C(C)=O)cc1	-12	30

The listing continues.
entry	molecule	OX1R antag-1	OX1R antag-2
13	O=C(CCC(NC(=O)OCc1ccccc1)C(=O)OCC(=O)N1CCCCC1)OCC(=O)N1CCCCC1 (configuration not stated)	-21	10
14	CC1(C)C2C(Cl)(Cl)C2(C)c2ccccc2N1C=O (configuration not stated)	-7	2
15	CCOC(=O)C1CCCN(Cc2sccc2C)C1 (configuration not stated)	-10	3
16	O=C(NC(=S)Nc1cccc(CO)c1)c1ccc(-c2ccccc2)cc1	-2	12
17	Cc1cc(=O)oc2cc(OCC(=O)NCCN3CCOCC3)c(Cl)cc12	-9	16
18	Cc1cc(C(C)(C)C)oc1C(=O)N(CC(=O)NC1CCCC1)Cc1ccccc1Cl	105*	89*
19	CCCN(c1ccc(OCC)cc1)S(=O)(=O)c1ccc2c(c1)CCN2C(=O)CCC(=O)O	-8	-1
20	COc1ccc(C2CC(c3ccccc3)=NN2C(=O)COC(=O)/C=C/c2ccc(O)c(OC)c2)cc1 (configuration not stated)	-7	9
21	CCc1cccc2c(C(=O)CSc3nncn3-c3ccc(OC)cc3)c[nH]c12	0	12
22	CCOc1ccc(C(=O)Nc2ccc(NC(=O)c3ccccc3)cc2)cc1Br	-25	4
23	O=C(NNC(=O)c1ccccc1Br)c1ccccc1Cl	1	1
24	CCN1CCN(C(=O)C2CCC(=O)N(CCCN3CCCC3=O)C2)CC1 (configuration not stated)	-1	5

Whole records, looked up by structure:
Listed for CCc1cccc2c(C(=O)CSc3nncn3-c3ccc(OC)cc3)c[nH]c12 = OX1R antag-1 = 0; OX1R antag-2 = 12
Listed for COc1ccc(C2CC(c3ccccc3)=NN2C(=O)COC(=O)/C=C/c2ccc(O)c(OC)c2)cc1 (configuration not stated) = OX1R antag-1 = -7; OX1R antag-2 = 9

Carrying on.
entry	molecule	OX1R antag-1	OX1R antag-2
25	O=C1NC(c2ccc3c(c2)OCO3)Nc2ccccc21 (configuration not stated)	-13	5
26	CCN(C(=O)COC(=O)CCn1c(C)csc1=O)c1c(N)n(Cc2ccccc2)c(=O)[nH]c1=O	-10	1
27	COc1ccccc1/C=N/NC(=O)c1ccc(=O)n(C)c1	-15	6
28	Cc1ccc(/C=N/NC(=O)c2nn(C)cc2Cl)cc1	-15	-3
29	CC(=O)Cn1ncc(N2CCCCC2)c(Cl)c1=O	-14	8
30	Cc1cccc(NC(=O)CS(=O)CC(=O)Nc2cnc3ccccc3c2)c1C (configuration not stated)	-11	21
31	CCOc1ccc(-c2c(C(=O)N/N=C(\C)c3ccncc3)nnn2-c2nonc2N)cc1	-8	6
32	CCS(=O)(=O)Nc1cccc(-c2nc3cccnc3s2)c1	-12	23
33	O=C1C(C=NCCCN2CCCC2=O)=C(O)c2ccccc21	-3	14
34	CSc1ccc(-c2nc(CSCC(=O)NCCCN3CCCC3=O)c(C)o2)cc1	-39	5
35	CCO/N=C(/C)c1c(O)c(C)c(-c2ccccc2)n(-c2ccccc2)c1=O	-13	19
36	Cc1noc(N)c1C1(O)C(=O)N(C(C)C)c2ccccc21 (configuration not stated)	-3	31

New compounds follow.
entry	molecule	OX1R antag-1	OX1R antag-2
37	O=C(NC1CC1)C1=C[C@H](C2CCCCC2)C[C@H](OCCCCO)O1	-33	5
38	COCCCNC(=O)c1ccccc1NS(=O)(=O)c1ccc(C)cc1	-11	49
39	CCOC(=O)COc1nc(C)c(Br)c(OC)n1	-3	10
40	CC(=O)c1cccc(CN2CCC(C(=O)Nc3ccc(Oc4cccnc4)cc3)CC2)c1	-18	3
41	Cc1ccc(S(=O)(=O)N(CC(=O)O)Cc2ccccc2)cc1	-6	10
42	Cc1ccc(OCC(=O)c2ccc3c(c2)CCCC3)cc1C	-16	20
43	O=C(CN1C(=O)c2ccccc2C1=O)Nc1ccc2c(c1)OCO2	-9	8
44	Cc1cccc(NC(=O)CCSc2nncn2C)c1	0	1
45	COc1ccc(-c2noc(N3CCC(C(=O)NCCCN4CC(C)CC(C)C4)CC3)n2)cc1 (configuration not stated)	-18	9
46	COc1ccc(OC)c(Nc2ccc(C(=O)O)cc2[N+](=O)[O-])c1	8	33
47	O=C(C1CCCN1S(=O)(=O)c1cccc2cccnc12)N1CCN(c2ccccc2)CC1 (configuration not stated)	-24	14
48	O=C(COC(=O)c1cc(=O)[nH]c2ccccc12)c1ccc(Br)cc1	-15	-1

Additional records.
entry	molecule	OX1R antag-1	OX1R antag-2
49	CC(C)CCN1CCN(CCCc2ccccc2)CC1CCO (configuration not stated)	-18	-9
50	C=CCOc1ccc(/C=C/C(=O)OCC(=O)N2CCC(c3ccccc3)=N2)cc1	-27	0
51	O=C(CCNS(=O)(=O)c1ccc(OC(F)(F)F)cc1)N1CCN(S(=O)(=O)c2cccc(F)c2)CC1	-20	18
52	CCCN(S(=O)(=O)c1ccccc1F)S(=O)(=O)c1ccccc1Br	14	68*
53	CC(=O)Nc1cccc(C(=O)OCc2ccc([N+](=O)[O-])cc2)c1	-8	18
54	CC(=O)Nc1sc(N/N=C\c2ccco2)nc1-c1cccs1	-11	14
55	CCOc1ccc(N(C)C(=O)CCc2nnc3ccc(N4CCCCC4)nn23)cc1	-8	11
56	O=C(Nc1cccnc1)/C(N=Nc1ccc(Cl)c(C(F)(F)F)c1)=C(\O)c1ccccc1	6	-2
57	CCOC(=O)c1c(Nc2ccccc2)sc(/C=C2\C=Nc3ccccc32)c1O	19	46
58	COc1ccc(CNS(=O)(=O)c2cc3c(cc2Cl)NC(=O)CO3)cc1	-3	4
59	CCOC(=O)N1CCN(C(=O)c2ccc3ccccc3c2)CC1	-15	8
60	COc1ccc([C@@H]2[C@@H]3C(=O)N(C(C)(C)C)C(=O)[C@@H]3[C@]3(CC(C)C)C(=O)N(c4ccccc4)C(=O)N23)cc1	-22	20

(continued)
entry	molecule	OX1R antag-1	OX1R antag-2
61	CC(Cc1ccccc1)NC(=O)C1(c2ccccc2)CCOCC1 (configuration not stated)	-5	19
62	CCCNC(=O)c1ccc2c(=O)c(O)c(-c3ccc(Cl)c([N+](=O)[O-])c3)[nH]c2c1	0	9
63	CCC(=O)N1N=C(c2cccs2)CC1c1ccco1 (configuration not stated)	-17	23
64	CC(C)c1cc(CNC(=O)C2CCC(=O)N(CCc3ccc(Cl)cc3)C2)on1 (configuration not stated)	-28	-2
65	CCCC(=O)C1=C(O)C(C(=O)OC)C(C)(C)CC1=Nc1ccc(C)cc1 (configuration not stated)	-23	14
66	Cc1noc(C)c1S(=O)(=O)N(C)C[C@H]1Oc2c(cccc2N(C)C)C(=O)N([C@H](C)CO)C[C@@H]1C	-25	3
67	CCCCCN=Cc1c(C)[nH]n(-c2nc3ccccc3s2)c1=O	-22	12
68	CCOc1ccc(-c2c[n+](=O)c3c(n2[O-])CCCC3)c(OCC)c1	-10	22
69	CCOc1ccccc1N1CC(C(=O)Nc2nccs2)CC1=O (configuration not stated)	-16	15
70	CC(C(=O)Nc1ccc(S(=O)(=O)N2CCOCC2)cc1)N(c1ccccc1)S(C)(=O)=O (configuration not stated)	-5	11
71	O=C(OCC(=O)N1CCC(Cc2ccccc2)CC1)c1ccc(CO)cc1	-1	9
72	O=C(CSc1nnc(-c2ccccn2)n1Cc1ccco1)c1ccc(-c2ccccc2)cc1	-18	23

Remaining list, next part:
entry	molecule	OX1R antag-1	OX1R antag-2
73	CC1=C(C(=O)OCc2ccccc2)C(c2ccc(Cl)cc2Cl)NC(=O)N1CCCCCC(=O)O (configuration not stated)	11	40
74	O=C(Nc1cc(F)ccc1F)C1CCCN1S(=O)(=O)c1cccc2nsnc12 (configuration not stated)	-12	70*
75	Cc1ccc(S(=O)(=O)/N=C(\N)Nc2nc(C)c3ccc(C)cc3n2)cc1	-16	4
76	O=C(NCC(c1cccnc1)N1CCN(c2ccccc2F)CC1)c1ccco1 (configuration not stated)	-3	7
77	C/C=C/C(O)c1ccc2ccccc2c1 (configuration not stated)	-6	14
78	C=CCNC(=S)NCC1COc2ccccc2O1 (configuration not stated)	7	6
79	CCCCn1c(C)nc2cc(S(=O)(=O)N3CCOCC3)ccc21	-13	7
80	c1ccc(Oc2cccc(Oc3ccccc3)n2)cc1	-25	19
81	C=CCn1c(SCC(=O)N2CCOCC2)nc2ccccc2c1=O	-11	14
82	CCN1CCc2nc(NC(=O)c3cc(F)c(F)cc3Cl)sc2C1	-16	14
83	COc1ccc(-c2nc3oc4cc(OC)ccc4c(=O)c3c(=O)n2Cc2ccco2)cc1	-26	9
84	COc1ccccc1NC(=O)C1C2C=CC(O2)C1C(=O)O (configuration not stated)	3	-1

Results in sequence from above:
Entries 43–46 in OX1R antag-2: 8, 1, 9, 33
Entries 43–46 in OX1R antag-1: -9, 0, -18, 8

The list goes on:
entry	molecule	OX1R antag-1	OX1R antag-2
85	OC1CSc2nc3ccccc3n2C1 (configuration not stated)	-13	10
86	CC(=O)Nc1ccc2c(c1)n(C)c(=O)n2C	10	9
87	O=C1C=C(c2ccc3c(c2)oc2ccccc23)C[C@@H](c2ccc3c(c2)OCO3)C1	-16	11
88	CC(=O)c1ccc(NC(=O)CSc2cn[nH]n2)cc1	-12	8
89	c1ccc(N2CCN(c3nc4cc5c(cc4s3)OCO5)CC2)cc1	-8	13
90	COc1ccc(CCNC(=O)CSc2ccc(-c3ccccc3)nn2)cc1	-17	11
91	Cc1n[nH]c(C)c1CCC(=O)N/N=C/C=C/c1ccccc1	0	11
92	Cc1ccc(C(=O)OC(C)CN2CCN(C)CC2)cc1 (configuration not stated)	-7	-4
93	CNC(=O)c1nnc(Cc2ccc(F)cc2)o1	-4	11
94	COc1ccc(Cl)cc1N1C(=O)C2CCCN2C1c1ccc(F)c(F)c1 (configuration not stated)	-16	10
95	COc1ccc(NC(=O)Nc2ccc(C(=O)N3CCOCC3)cc2)cc1OC	-7	6
96	COc1ccc(C(C)C)cc1S(=O)(=O)NCCCn1ccnc1	-18	0

Source: PubChem BioAssay
